# KCNK9 block = blocks the human KCNK9 two-pore domain potassium channel. Q9NPC2. HEK293 KCNK9, FluxOR thallium flux fluorescence; stronger effect = lower value. B-score at 10 µM. 1.2% of 310,000 active;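 active = ratio B-score over 3 SD below the library mean, with starting fluorescence within 5 SD of its mean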;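 note: negative B-score means less thallium flux so channel inhibition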
# KCNQ1 inh = blocks the human KCNQ1 potassium channel; CHO-K1 KCNQ1, FluxOR thallium flux fluorescence; stronger effect = higher value; 1.3% of 310,000 active; B-score at 10 µM; P51787;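 active = compounds whose thallium flux B-score, printed positive for inhibition, exceeds three library SD while starting fluorescence stays within three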;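 note: channel opened by potassium depolarization with thallium stimulus after 20 min compound exposure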
# DYRK1A inh = blocks rat Dyrk1A kinase activity; Q63470; 0.43% of 310,000 active; ADP-Glo luminescence, NFATc1 peptide; inhibition, % at 12.5 µM; AID 504441; in the data active = inhibition above about 50%;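 note: plate controls were vehicle with enzyme for no effect and no enzyme for full effect; many of its hits are not listed in these tables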
# KCNK3 block = human KCNK3 channel inhibition, primary screen. O14649. AID 602410. B-score at 10 µM. 0.84% of 340,000 active. CHO-KCNK3 thallium flux, FluxOR fluorescence; stronger effect = lower value;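 active = B-score under library mean minus 4 SD, starting fluorescence ratio at most library mean plus 5 SD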;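 note: more negative B-score means stronger inhibition of thallium flux through KCNK3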
# TRPC4 inh = TRPC4 (mouse) channel inhibition. B-score at 10 µM. HEK293 TRPC4beta/mu-opioid, DAMGO-evoked Fluo4 calcium flux; stronger effect = lower value. AID 2247. 0.39% of 300,000 active;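 active = B-score over 3 SD under the library average, no early fluorescence shift, positive overall ratio signal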
# Target sequence (Q9QUQ5 whole entry, looked up): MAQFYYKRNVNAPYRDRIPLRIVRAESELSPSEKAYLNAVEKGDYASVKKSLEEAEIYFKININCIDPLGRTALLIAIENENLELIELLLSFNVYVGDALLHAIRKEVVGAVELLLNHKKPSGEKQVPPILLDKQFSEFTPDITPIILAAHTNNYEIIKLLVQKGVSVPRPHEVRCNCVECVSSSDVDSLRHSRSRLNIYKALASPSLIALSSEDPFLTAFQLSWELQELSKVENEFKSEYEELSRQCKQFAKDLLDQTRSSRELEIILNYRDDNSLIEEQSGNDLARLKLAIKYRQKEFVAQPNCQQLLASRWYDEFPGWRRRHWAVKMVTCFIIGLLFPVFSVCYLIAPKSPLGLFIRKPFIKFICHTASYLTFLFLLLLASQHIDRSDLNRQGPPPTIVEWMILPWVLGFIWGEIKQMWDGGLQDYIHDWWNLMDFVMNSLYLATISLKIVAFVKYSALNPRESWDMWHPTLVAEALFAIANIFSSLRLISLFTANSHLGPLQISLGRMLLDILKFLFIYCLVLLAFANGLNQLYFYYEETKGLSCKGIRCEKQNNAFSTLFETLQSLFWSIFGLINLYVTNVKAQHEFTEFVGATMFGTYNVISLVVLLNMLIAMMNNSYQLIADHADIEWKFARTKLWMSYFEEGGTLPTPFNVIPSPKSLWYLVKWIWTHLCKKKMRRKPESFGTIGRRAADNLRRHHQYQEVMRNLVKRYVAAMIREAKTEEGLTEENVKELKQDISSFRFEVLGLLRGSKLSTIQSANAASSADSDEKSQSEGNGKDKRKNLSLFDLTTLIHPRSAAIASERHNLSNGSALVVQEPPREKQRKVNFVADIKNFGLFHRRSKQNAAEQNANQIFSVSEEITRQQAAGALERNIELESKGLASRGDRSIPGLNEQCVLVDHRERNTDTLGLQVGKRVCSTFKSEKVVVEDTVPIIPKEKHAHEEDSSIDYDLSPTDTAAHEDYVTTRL
#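 Material: HEK293 cells with stable TRPC4beta plus mu-opioid receptor expression / Probe or stimulus: DAMGO in two steps, submaximal then maximal / Compound: single concentration per test compound / Technique: kinetic Fluo4 fluorescence imaging of calcium influx / Read-out: per-well B score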
# KCNQ1 pot = potentiators or activators of human KCNQ1 potassium channel; P51787; CHO-K1 KCNQ1, thallium flux FluxOR fluorescence; stronger effect = higher value; B-score at 10 µM; 0.35% of 310,000 active;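 active = fluorescence ratio B-score, a plate-corrected score, at least three library SD, with initial intensity B-score within 5 SD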
#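 System: Stable KCNQ1 CHO-K1 line | Incubation: 90 min dye loading and 20 min compound exposure, both at room temperature | Measure: Ratio B score | Medium: Assay buffer for compound exposure, DMSO matched across wells | Compound dosing: Single-concentration screen | Probe or stimulus: K+/Tl+ depolarizing stimulus | Measured by: Kinetic FluxOR fluorescence, 10 s baseline plus 110 s post-stimulus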
# TRPC4 potent = allosterically enhances the mouse TRPC4 cation channel. Q9QUQ5. HEK293 TRPC4beta/mu-opioid, DAMGO EC20, Fluo-4 Ca2+ flux; stronger effect = higher value. B-score at 10 µM. 0.42% of 310,000 active. AID 2227;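 active = B-score of calcium response area above 5 SD of library B-scores, with initial fluorescence ratio within 5 SD of library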;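 note: B-score of integrated fluorescence ratio over time as area under calcium response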
# Platelet DG rel = platelet dense granule release activity | 0.22% of 300,000 active | human platelet-rich plasma, SFLLRN dense granule ATP release, luminescence | inhibition, %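 (compounds screened at 7.5 µM in platelet-rich plasma)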 | AID 1663;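 active = mean replicate score, as percent of positive control, at or above 50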
# PolyA inh = yeast polyadenylation inhibition. S. cerevisiae SKY197-pL101 polyadenylation reporter, beta-gal luminescence; efflux-impaired pdr1/pdr3 knockout yeast; score 100 = 6 SD above DMSO. calls only at 12 µM. 0.02% of 300,000 active;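 active = lowest replicate activity score at least 50, where 100 means six control SD above control mean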;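 note: yeast exposed to compound for 9 h at 30 °C; higher score means more reporter readthrough which indicates perturbed polyadenylation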
# TRPC4 agonist = TRPC4 (mouse) channel activation; Q9QUQ5; HEK293 TRPC4beta/mu-opioid, Fluo4 calcium fluorescence; stronger effect = higher value; B-score at 10 µM; 0.49% of 310,000 active;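 active = B-score above 5 SD of library B-scores, and initial fluorescence ratio not above library mean plus 5 SD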;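 note: positive B-score marks a calcium rise read as TRPC4 activation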
#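 Assay system – TRPC4beta and mu-opioid receptor HEK293 stable cells · Measured by – Fluo4 fluorescence, kinetic · Schedule – dye loading 45 min room temperature, 110 s kinetic read · Read-out – B-scored integrated calcium fluorescence ratio · Controls – buffer and maximal DAMGO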
# hERG protect = hERG (human) protection from proarrhythmic block; CHO-hERG, FluxOR thallium flux, dofetilide IC70 present; activation (rescue from dofetilide block), less the hit threshold, % at 10 µM; 0.51% of 310,000 active;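 active = activation above the mean of controls blocked by dofetilide plus 5 SD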;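 note: thallium influx through hERG after potassium depolarization seen as dye fluorescence rise; in these data hits start at about 4.7%; inactives centre near -7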
# * marks the source's active call; other numbers are inactive results; i = inactive; . = no result given. An excerpt; the hit share may differ from the screen's.
molecule	KCNK9 block	KCNQ1 inh	DYRK1A inh	KCNK3 block	TRPC4 inh	KCNQ1 pot	TRPC4 potent	Platelet DG rel	PolyA inh	TRPC4 agonist	hERG protect
CCCc1cc(C(=O)Cc2ccc(C(=O)OCC)o2)c(O)cc1O	-17*	i	-4	-11*	i	i	i	6	i	i	-3
CCOC(=O)C1=C(C)OC(N)=C(C#N)C1c1cc(C)sc1C (centres undefined)	i	i	-6	i	i	i	i	2	i	i	-11
CCC1=C(OC(=O)N(CC)CC)N2C(=O)OC(=NCC3CC3)[C@]2(Cc2ccccc2)[C@H]2C1=CC[C@H]1C(=O)N(C)C(=O)[C@H]12	i	i	8	i	i	i	i	-4	i	i	-5
CCN(CC)S(=O)(=O)c1cccc(-c2nnc(SCC(=O)NC)n2N)c1	i	i	-4	i	i	i	i	2	i	i	-3
COc1ccc(S(=O)(=O)N(C)CC(=O)Nc2ccc(C(N)=O)cc2)cc1OC	i	i	-2	i	i	i	i	-8	i	i	-5
Cc1ccccc1NC(=S)N1CCN(Cc2ccccc2)CC1	i	i	0	i	i	i	i	8	i	i	-14
O=C(NC1CCCCC1)C(c1ccncc1)N(C(=O)c1ccco1)c1ccc(F)cc1 (centres undefined)	i	i	-8	i	i	i	i	0	i	i	-6
N#Cc1c(NC(=O)C2CC(c3c(F)cccc3Cl)=NO2)sc2c1CCC2 (centres undefined)	i	i	2	i	i	i	i	-3	.	i	-7
Cc1cc(F)ccc1S(=O)(=O)N1CCCOC1CNC(=O)C(=O)NCCc1c[nH]c2ccccc12 (centres undefined)	i	i	0	i	i	i	i	0	i	i	-2
CCOc1cccc(NC(=O)c2ccc(S(=O)(=O)N3CCCC3)cc2)c1	i	i	0	i	i	i	i	-15	i	i	-9
O=C1CN(CC(=O)Nc2cccc(Cl)c2Cl)c2ccccc2N1	i	i	.	i	i	i	i	3	i	i	-16
Cc1ccc(C2C(C(=O)c3cccs3)=C(O)C(=O)N2c2ccc(S(N)(=O)=O)cc2)cc1 (centres undefined)	i	i	-5	i	i	i	i	0	i	i	-8
CCOc1ccc(NC(=O)CN(C)C(=O)CCCn2c(=O)oc3ccccc32)cc1OCC	i	i	-3	i	i	i	i	-4	i	i	-6
CCN(CC)c1ccc(NC(=O)c2ccccc2OCC(=O)OC)cc1	i	i	-7	i	i	i	i	4	i	i	-7
COc1ccc(OC)c(/C=N/NC(=O)C(=O)NCc2cccnc2)c1	i	i	10	i	i	i	i	4	i	i	-7
COc1ccccc1NC(=O)Nc1ccc(CC#N)cc1	i	i	.	i	i	i	i	4	i	i	-12
Cc1c(C(=O)C(=O)N2CC=C(c3ccccc3)CC2)c2ccccc2n1C	i	i	-2	i	i	i	i	-18	i	i	-8
COc1cc2[nH]c(C(=O)N3CCN(C)CC3)cc2c(OC)c1OC	i	i	7	i	i	i	i	-2	i	i	-5
COc1ccc(N2C(=O)CC(Sc3n[nH]c(-c4ccccc4)n3)C2=O)cc1 (centres undefined)	i	i	5	i	i	i	i	0	i	i	-19
CCN1CCN(C(=O)/C=C/c2ccc(C)cc2)CC1	i	i	4	i	i	i	i	-1	i	i	-4
C/C(CCC1CC(C)OC1=O)=N\NC(N)=S (centres undefined)	i	i	3	i	i	i	i	23	i	i	-2
COc1cc2cc(C(=O)O)[nH]c2c(OC)c1OC	i	i	-2	i	i	i	i	0	i	i	-6
CCc1nc(SC)[nH]c(=O)c1C	i	i	-2	i	i	i	i	6	i	i	-4
Cc1onc(-c2ccccc2Cl)c1C(=O)OCC(=O)c1ccc[nH]1	i	i	2	i	i	i	i	-4	i	i	-16
COCCn1c(SCc2ccc(C)cc2)nc2c1c(=O)[nH]c(=O)n2C	i	i	.	i	i	i	i	7	i	i	-6
O=C(CCc1ccccc1)Nc1sc2c(c1C(=O)O)CCCC2	i	i	.	i	i	i	i	1	i	i	-4
CC1CC(OCC(O)CN2CCOCC2)CC(C)(C)C1 (centres undefined)	i	i	4	i	i	i	i	-17	i	i	-9
CC(/C=N/NC(=O)CN1CCN(Cc2ccc(Cl)cc2)CC1)=C\c1ccco1	i	i	-3	i	i	i	i	5	i	i	-14
C#CCNC(=O)C1=C[C@H](c2ccc(Br)cc2)C[C@H](OCc2ccc(CO)cc2)O1	i	i	0	i	i	i	i	-5	i	i	-10
COCCn1nnnc1CN1CCC(C)CC1	i	i	-3	i	i	i	i	2	i	i	-3

# Individual results from above.
# Result of Cc1ccccc1NC(=S)N1CCN(Cc2ccccc2)CC1 under DYRK1A inh: 0
# Result of CCCc1cc(C(=O)Cc2ccc(C(=O)OCC)o2)c(O)cc1O under KCNK9 block: -17*

# (more compounds)
molecule	KCNK9 block	KCNQ1 inh	DYRK1A inh	KCNK3 block	TRPC4 inh	KCNQ1 pot	TRPC4 potent	Platelet DG rel	PolyA inh	TRPC4 agonist	hERG protect
CC1CCCCN1S(=O)(=O)c1ccc([N+](=O)[O-])cc1 (centres undefined)	i	i	.	i	i	i	i	11	i	i	0
O=C(Nc1ccc2c(c1)OCO2)c1ccc(Cl)c(S(=O)(=O)N2CCOCC2)c1	i	i	0	i	i	i	i	-3	i	i	-13
COc1cc(C(=O)N(Cc2cccc(Cl)c2)C2CCS(=O)(=O)C2)cc(OC)c1OC (centres undefined)	i	i	-1	i	i	i	i	1	i	i	-10
COc1ccc(-c2nc(CCNC(=O)c3cccs3)cs2)cc1	i	i	19	i	i	i	i	1	i	i	-16
COc1ccccc1C1(O)CCN(C(=O)c2cccs2)CC1	i	i	-5	i	i	i	i	-3	i	i	-8
CCN(CC)CCSc1nc(O)c(Cc2ccccc2)c(=O)n1-c1ccccc1	i	i	-1	i	i	i	i	-1	i	i	-15
Cc1cccc(C)c1NCC(=O)N1CCN(Cc2ccccc2)CC1	i	i	-9	i	i	i	i	16	i	i	-4
Cc1ccc(Cl)cc1N1CCN(S(=O)(=O)c2c(C)[nH]c(C)c2C(=O)N2CCCCC2)CC1	i	i	-4	i	i	i	i	-11	i	i	-8
CCCC12CN3CCN(CC(C3)/C1=N\NC(=O)c1ccccc1Cl)C2	i	i	0	i	i	i	i	-5	i	i	-5
CCn1cc(C(=O)NC2CCCCC2)c(=O)c2cc(S(=O)(=O)N(C)C)ccc21	i	i	18	i	i	i	i	6	i	i	-6
COc1ccccc1N1CCN(C(=O)CSc2nc(C)cc(=O)[nH]2)CC1	i	i	-6	i	i	i	i	-4	i	i	-9
COc1ccc(CCNC(=O)CCC(=O)N2CC(C)Oc3ccccc32)cc1OC (centres undefined)	i	i	12	i	i	i	i	-3	i	i	-4
O=C(Nc1cc(Cl)cc(Cl)c1)N1CCN(C(=O)C2CCCO2)CC1 (centres undefined)	i	i	0	i	i	i	i	8	i	i	-6
Cc1ccc(S(=O)(=O)Nc2ccccc2N(C)S(=O)(=O)c2ccc(C)cc2)cc1	i	i	-62	i	i	i	i	-5	i	i	-13
CSCCC(NS(=O)(=O)c1ccc2c(c1)c(=O)n(C)c(=O)n2C)C(=O)NC1CCN(Cc2ccccc2)CC1 (centres undefined)	i	i	1	i	i	i	i	12	i	90*	0
COc1ccc(NC(=O)CN(Cc2ccccc2)S(C)(=O)=O)cc1OC	i	i	-8	i	i	i	i	-1	i	i	-10
Cc1cc(C)cc(NC(=O)C(=O)NCCCN2CCOCC2)c1	i	i	4	i	i	i	i	6	i	i	-10
Cc1cccc(NC(=S)N(CCN(C)C)C(C)c2ccccn2)c1 (centres undefined)	i	i	-4	i	i	i	i	-4	i	i	2
CCc1ccccc1NS(=O)(=O)c1ccc2c(c1)NC(=O)CC(=O)N2	i	i	2	i	i	i	i	7	i	i	0
CSCc1nnc(NC(=O)c2ccc(S(=O)(=O)N(CC(C)C)CC(C)C)cc2)o1	i	i	.	.	i	i	i	4	i	i	-5
CCOC(=O)N1CCC(N2C(=O)c3ccccc3C2Nc2c(C)cccc2C)CC1 (centres undefined)	i	i	-3	i	i	i	i	-1	i	i	-24
CC(C)C(NC(=O)c1ccco1)C(=O)NC1CCCCCC1 (centres undefined)	i	i	3	i	i	i	i	3	i	i	-5
CN(C)CCc1c[nH]c2ccc(Cn3cncn3)cc12	i	i	.	.	i	i	i	-4	i	i	-6
Cc1cc(F)ccc1NC(=O)C1CCN(S(=O)(=O)c2ccc3c(c2)CCCC(=O)N3)CC1	i	i	-2	i	i	i	i	3	i	i	-8
CCN(CC)c1ccc(/C=N/n2c(=S)[nH]nc(C)c2=O)cc1	i	i	-4	i	i	i	i	-7	i	i	-5
CCCCCc1nnc(N)s1	i	i	3	i	i	i	i	-1	i	i	-2
COc1ccc(CNC(=O)Cn2c(=O)n(CCC(=O)N3CCCCC3)c(=O)c3sccc32)cc1	i	i	-5	i	i	i	i	-7	i	i	-11
CCC(c1nnnn1Cc1ccc2c(c1)OCO2)N1CCN(c2ccc(OC)cc2)CC1 (centres undefined)	i	i	-6	i	i	i	i	0	i	i	-9
CC(C)Sc1nc2c(c(=O)[nH]c(=O)n2C)n1CC(O)COc1ccccc1 (centres undefined)	i	i	24	i	i	i	i	8	i	i	0
O=C(c1ccco1)N1CCN(C(=S)Nc2ccccc2C(F)(F)F)CC1	i	i	5	i	i	i	i	-4	i	i	-6
Cc1ccc(N(CC(=O)N/N=C/c2cccnc2)S(=O)(=O)c2ccccc2)cc1	i	i	6	i	i	i	i	-4	i	i	-13

# Record cards, from the list above. Values in the order: KCNK9 block, KCNQ1 inh, DYRK1A inh, KCNK3 block, TRPC4 inh, KCNQ1 pot, TRPC4 potent, Platelet DG rel, PolyA inh, TRPC4 agonist, hERG protect
# Record of C/C(CCC1CC(C)OC1=O)=N\NC(N)=S (centres undefined) → i, i, 3, i, i, i, i, 23, i, i, -2
# Record of Cc1cc(C)cc(NC(=O)C(=O)NCCCN2CCOCC2)c1 → i, i, 4, i, i, i, i, 6, i, i, -10

# Bioassay records deposited in PubChem BioAssay by several laboratories.
